# Mdm2-MdmX inh = human Mdm2/MdmX binding inhibition | SaOS-2 split-luciferase Mdm2/MdmX complementation, luminescence | O15151+Q00987 | 330,000 compounds, 3% hits | inhibition, % at 8 µM | AID 485346;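 active = inhibition of at least 50% at 8 µM in the primary screen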
# tim23-1 inh = tim23-1 yeast growth inhibition. S. cerevisiae tim23-1 growth, BacTiter-Glo luminescence, 24 h. inhibition, % at 20 µM. 330,000 compounds, 1.3% hits. AID 463212;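 active = growth inhibition of the mutant yeast at or above 50%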;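 note: temperature-sensitive mutant grown at 25 °C; plate controls were DMSO-treated mutant yeast for no effect and medium wells lacking yeast for full effect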
# 697 NFkB inh = lowers PMA/ionomycin-induced NF-kB signal in 697 B cells; 697 B-cell NF-kB luciferase reporter, 16 h; inhibition, % at 4 µM; AID 435022; 330,000 compounds, 0.33% hits; in the data active = inhibition above about 35%
# Jurkat NFkB inh = lowers PMA/ionomycin-induced NF-kB signal in Jurkat cells; PMA/ionomycin-induced NF-kB luciferase reporter, luminescence; inhibition, % at 4 µM; 330,000 compounds, 0.53% hits; AID 435003; in the data active = inhibition above about 50%
# XBP1 UPR activ = activators of adaptive arm of unfolded protein response (XBP1). CHO-XBP1 luciferase reporter, IRE1-XBP1 UPR activation, luminescence; percent of tunicamycin response, DMSO as zero. activation, % at 20 µM. 330,000 compounds, 0.33% hits. AID 463104;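 active = versus positive control, 20 µM dose yields 30% or more activation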;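 note: 100% = tunicamycin at 10 µg/mL and 0% = DMSO only wells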
#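 Material: CHO-XBP1 cells stably carrying IRE1-XBP1-driven luciferase reporter / Amount: 1000 cells per well / Compound: 20 µM, 1% DMSO / Times: 6 h treatment, 37 °C / Detection: luciferase luminescence / Measure: % activation of reporter signal versus tunicamycin and DMSO controls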
# CHOP UPR activ = apoptotic UPR (CHOP) activation; CHO-CHOP luciferase reporter, luminescence; percent of tunicamycin response over DMSO baseline; activation, % at 10 µM; 330,000 compounds, 0.34% hits;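 active = at 10 µM dose, activation of 40% or more, normalized to positive control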;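 note: 100% = tunicamycin at 10 µg/mL and 0% = DMSO alone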
#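 Test system: CHO-CHOP cells, stable luciferase reporter of PERK-eIF2a-CHOP signalling | Quantity: 500 CHO-CHOP cells per well | Buffer or medium: F12 plus 10% serum | Compound dosing: 10 µM single point, 0.5% DMSO | Schedule: 6 h compound treatment, 37 °C | Signal: Luciferase luminescence | Control set: Tunicamycin high control, DMSO low control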
# APJ antag = blocks the human apelin receptor APJ; 330,000 compounds, 0.32% hits; P35414; inhibition, % at 20 µM; CHO-K1 APJ beta-arrestin complementation, luminescence; AID 2521;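 active = inhibition above about 40% at 20 µM, limit read from the data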;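 note: cells challenged with 10 nM apelin-13 agonist together with compound; plate controls were apelin-13 plus DMSO wells for no effect and DMSO wells lacking apelin-13 for full effect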
# Target sequence (P35414 whole entry, looked up): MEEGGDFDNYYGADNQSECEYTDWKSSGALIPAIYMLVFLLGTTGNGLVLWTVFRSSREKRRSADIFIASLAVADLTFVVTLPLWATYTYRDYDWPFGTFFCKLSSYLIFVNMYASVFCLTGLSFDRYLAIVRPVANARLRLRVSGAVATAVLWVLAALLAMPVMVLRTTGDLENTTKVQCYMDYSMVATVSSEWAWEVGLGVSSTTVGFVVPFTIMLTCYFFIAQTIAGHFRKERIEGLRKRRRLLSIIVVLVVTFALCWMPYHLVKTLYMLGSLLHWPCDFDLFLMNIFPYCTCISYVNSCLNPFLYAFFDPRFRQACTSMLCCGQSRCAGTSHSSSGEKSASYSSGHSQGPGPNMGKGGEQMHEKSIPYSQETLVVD
# APJ agonist = agonists of human APJ apelin receptor; CHO-K1 APJ PathHunter beta-arrestin, luminescence; 0% DMSO wells, 100% apelin; activation, % at 20 µM; 330,000 compounds, 0.11% hits; AID 2520;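 active = activation more than six SD over the plate average, tested at 20 µM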;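 note: 0% = DMSO alone and 100% = apelin-13 at 10 nM; some results filed as inactive read as strong as hits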
#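 Test system – PathHunter CHO-K1 APJ (AGTRL-1) beta-arrestin reporter cells · Input – 1000 cells/well · Compound – single test compound dose, 20 µM final, 1% DMSO · Times – compound stimulation 90 min at 25 °C, detection 60 min · Technique – beta-gal luminescence · Read-out basis – APJ–arrestin association signal · Control set – negative DMSO alone, positive Apelin-13 at 10 nM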
# Numbers without * were called inactive.
SMILES,Mdm2-MdmX inh,tim23-1 inh,697 NFkB inh,Jurkat NFkB inh,XBP1 UPR activ,CHOP UPR activ,APJ antag,APJ agonist
CCCc1c(O)nc(SCCN(CCC)CCC)[nH]c1=O,0,-17,12,6,-2,0.6,7,-1
CCOc1ccc(NC(=O)CN(C)C(=O)c2ccc(C3SCCS3)cc2)cc1OCC,14,19,-5,11,3,4.3,9,-4
O=C(CO/N=C/c1c(Cl)cccc1Cl)NNC(=O)c1ccc(Cl)cc1,19,-16,12,4,0,2.7,5,-2
Cc1ccc(-n2c(=S)[nH]c3nc4c(cc3c2=O)COC(C)(C)C4)cc1,26,9,10,10,-2,0.6,-2,-5
O=c1[nH]c2cccnc2n1-c1cccc([N+](=O)[O-])c1,-26,4,-1,2,1,-1.2,-14,-6
CSc1nc2ccc(Cl)cc2[nH]1,-6,18,1,1,3,-0.6,11,-1
Cc1cccc(N2CCN(C(=O)c3csc4ccccc34)CC2C)c1 (stereo not given),12,24,-14,-5,-1,-3.1,-6,-3
Cc1ccc(-c2nc(C(Cl)Cl)c3ccccc3n2)cc1,96*,9,-172,11,5,28,-4,-3
O=C(NCCCc1ccccc1)c1cccc(S(=O)(=O)N2CCOCC2)c1,-1,19,24,13,1,-0.1,22,-3
CCC1CCCCN1C(=O)/C=C/c1ccc2c(c1)OCO2 (stereo not given),-5,32,-6,12,-2,2.6,10,-3
COC(=O)c1cc(C(=O)NCc2ccc3c(c2)OCO3)cc([N+](=O)[O-])c1,12,11,8,7,0,1.0,-17,-1
CCCC1CCc2c(sc(N)c2C(N)=O)C1 (stereo not given),15,20,8,11,0,-0.5,4,-2
CC(NC(=O)c1ccc(Br)o1)C1CCCO1 (stereo not given),30,12,-1,15,-4,1.5,13,-4
O=C(NCSC1=NCCS1)c1ccccc1,7,15,1,-17,2,-1.2,-18,-1
Cc1oc(C(N)=O)cc1COc1ccc(C(N)=O)cc1,10,-1,5,12,0,1.2,11,-5
CC(Nc1nc(C(F)(F)F)nc2ccccc12)c1cccs1 (stereo not given),70*,25,-23,20,-5,1.3,-3,1
COc1cc2c(cc1OC)C(C(=O)N1CCCC1)C(c1ccccc1F)N(C)C2=O (stereo not given),14,6,1,-2,0,-0.2,11,0
COc1ccccc1N1CCN(/N=C/c2cc(OC)c(OC)c(OC)c2)CC1,15,18,-8,-16,-1,1.3,-12,-1
Cc1nc(N)c(C#N)c(-c2ccccc2)c1C,31,2,-14,-1,0,-2.8,-10,3
C=CCNCCCOc1ccc(Cl)cc1C(C)(C)C,27,16,4,6,5,-1.0,18,-3
CCOC(=O)C1CCCN(S(=O)(=O)c2ccc(OC)c3ccccc23)C1 (stereo not given),12,31,3,3,1,-0.2,7,-7
CC(C)(C)c1ccc(NC(=S)NCc2cccnc2)cc1,17,7,-33,-29,4,0.0,-9,3
Cn1cc(/C=C(\NC(=O)c2ccccc2)C(=O)N2CCOCC2)c2ccccc21,2,10,-31,1,-5,2.0,-28,0
CSc1cccc(NC(=S)N2CCCN(Cc3cccc(Cl)c3)C2)c1,5,4,8,-3,-3,1.0,2,-3
COC(=O)C1=C(CSc2nncn2C)NC(=O)NC1c1cc(C)ccc1C (stereo not given),21,-7,4,-1,-3,1.7,-23,-2

# Going on with the list:
SMILES,Mdm2-MdmX inh,tim23-1 inh,697 NFkB inh,Jurkat NFkB inh,XBP1 UPR activ,CHOP UPR activ,APJ antag,APJ agonist
CC(C)(Cl)C1Cc2cc3ccc(=O)oc3cc2O1 (stereo not given),5,7,-14,-20,8,4.6,6,-2
CC(=O)c1c(C)[nH]c(C(=O)OCc2ccccc2F)c1C,-3,18,-48,-29,3,5.4,0,0
O=C(NCCc1nc(-c2ccccc2)no1)c1ccco1,-14,8,-10,-1,1,0.5,12,-7
C=CCn1c(SCC(=O)CC(=O)OCC)nc2cc(C(=O)N3CCC(C(N)=O)CC3)ccc2c1=O,6,12,13,0,-1,1.9,9,0
O=C(CNC(=O)c1ccco1)N/N=C/c1c[nH]c2ccccc12,15,-10,13,27,1,0.4,3,-3
C=C(C)CSc1nnc2n(C)c(=O)c3c4c(sc3n12)CCC4,11,53*,-26,8,1,-1.6,18,-1
CC(=O)Nc1cc(NC(C)=O)cc(C(=O)NCC2(N3CCOCC3)CCCCC2)c1,12,1,14,-12,3,0.1,7,-5
O=C(CSc1nc2c(cnn2-c2ccc(F)cc2)c(=O)[nH]1)Nc1nccs1,14,17,-32,-8,1,0.4,-31,5
CCOc1ccccc1N1CC(C(=O)N2CCN(Cc3ccc(C#N)cc3)CC2)CC1=O (stereo not given),7,-8,13,0,-2,-2.8,-3,4
Cc1ccc(C(=O)CSc2nc(N)cc(=O)[nH]2)cc1,10,7,18,-3,-1,-1.1,-2,-3
O=C(NCc1ccccc1)c1ccc2c(c1)C(=O)N(Cc1cccnc1)C2=O,8,-13,6,-14,-4,0.3,-9,-7
Cc1ccc(S(=O)(=O)n2nc(OC(=O)c3ccccc3F)cc2N)cc1,3,43,2,-14,1,1.3,-1,0
O=C(Nc1nnc(C2CC2)o1)c1ccc(S(=O)(=O)N2CCc3ccccc3C2)cc1,17,-18,-13,-12,-1,0.1,-9,-2
COC(=O)c1ccc(C(=O)OC)c(NC(=O)CN(C)Cc2cccc(Cl)c2Cl)c1,13,5,-13,-9,-2,0.1,6,-5
COc1ccc(C(CNC(=O)C(C)Oc2ccc(Br)cc2)N2CCCCC2)cc1 (stereo not given),3,6,13,-8,1,0.9,-6,-5
CCOC(=O)CNC(=O)CSc1nnc(NC(=O)c2ccc(C)cc2)s1,54*,1,43*,35,-8,-5.8,2,-7
Cc1ccc(NC(=O)C(=O)NCc2ccncc2)cc1,-18,16,3,9,8,0.8,-2,-2
COc1ccc(C(=O)N/N=C(\C)CC(=O)Nc2cccc(C(F)(F)F)c2)cc1,25,16,10,15,-3,-0.9,16,-2
O=C(CCn1c(=O)oc2cc(Cl)ccc21)Nc1ccc(N2CCOCC2)cc1,-1,11,-5,11,2,-0.6,9,-1
CC(Sc1nc(N)cc(=O)[nH]1)C(=O)NC1CCCCC1 (stereo not given),-9,14,-6,-20,-1,-1.1,6,1
CCn1c2ccccc2c2nnc(SCc3ccc(C(=O)OC)o3)nc21,21,22,3,-8,11,-0.5,23,0
O=C(CSC(=S)N1CCOCC1)Nc1nccs1,0,3,3,10,2,1.0,-15,-3
N#Cc1c(-c2cccs2)nc(SCc2ccc(Cl)cc2)[nH]c1=O,21,29,3,-16,-2,3.6,-4,-5
CSc1ccc(CN(C)C(=O)CNC(=O)c2ccc3c(c2)OCO3)cc1,-3,5,18,-1,1,-1.2,7,5
CCOc1ccc(NC(=S)NCc2ccc3c(c2)OCO3)cc1,12,-2,-3,4,-5,0.9,-2,4

# Exported as tab-separated lines: part of the list above
mol	Mdm2-MdmX inh	tim23-1 inh	697 NFkB inh	Jurkat NFkB inh	XBP1 UPR activ	CHOP UPR activ	APJ antag	APJ agonist
CC(Sc1nc(N)cc(=O)[nH]1)C(=O)NC1CCCCC1 (stereo not given)	-9	14	-6	-20	-1	-1.1	6	1
CCn1c2ccccc2c2nnc(SCc3ccc(C(=O)OC)o3)nc21	21	22	3	-8	11	-0.5	23	0
O=C(CSC(=S)N1CCOCC1)Nc1nccs1	0	3	3	10	2	1.0	-15	-3
N#Cc1c(-c2cccs2)nc(SCc2ccc(Cl)cc2)[nH]c1=O	21	29	3	-16	-2	3.6	-4	-5
CSc1ccc(CN(C)C(=O)CNC(=O)c2ccc3c(c2)OCO3)cc1	-3	5	18	-1	1	-1.2	7	5
CCOc1ccc(NC(=S)NCc2ccc3c(c2)OCO3)cc1	12	-2	-3	4	-5	0.9	-2	4

# Additional structures follow.
SMILES,Mdm2-MdmX inh,tim23-1 inh,697 NFkB inh,Jurkat NFkB inh,XBP1 UPR activ,CHOP UPR activ,APJ antag,APJ agonist
CCOC(=O)c1oc2ccccc2c1NC(=O)c1ccc(Cl)s1,-13,10,-26,-16,-1,-3.7,6,-5
Cc1ccc(-n2cc[nH]c2=S)c(C)c1,12,-4,14,3,1,-1.3,5,-1
CCCOP(=O)(OCCC)c1c([N+](=O)[O-])cc(C(F)(F)F)cc1[N+](=O)[O-],30,28,-22,-9,-5,2.8,-46,4
Cc1nnc(SCC(=O)c2c(N)n(C3CC3)c(=O)[nH]c2=O)n1-c1ccccc1,-11,20,19,7,-3,-0.6,8,-3
CCOC(=O)CSc1nc2c(sc(=S)n2CCc2ccccc2)c(=O)n1Cc1ccco1,5,24,-10,3,0,4.9,19,-4
CCN1C(=O)N[C@@H](c2ccco2)C(C(=O)OC)=C1C,-3,17,4,6,-3,2.9,-49,4
CCOc1ccc(NC(=O)CN(c2cc(C)cc(C)c2)S(=O)(=O)c2c(C)noc2C)cc1,20,3,-5,5,-5,-0.6,7,-3
CC(C)C(=O)Nc1ncc(C(F)(F)F)cc1Cl,-9,8,-23,-9,0,-0.6,-3,-1
O=C(NCCCN1CCN(Cc2ccccc2)CC1)c1nnc(Cc2c(F)cccc2Cl)o1,7,-5,-22,3,0,-0.3,21,-6
COc1ccc(NC(=O)c2ccc(-c3ccc(-c4noc(C)n4)cc3C)cc2)cc1N1CCN(C)CC1,99*,21,-19,-18,1,17,18,0
Cn1c(SCC(=O)c2ccccc2)ncc(C(=O)Nc2ccc(F)cc2)c1=O,-6,-9,-37,10,-3,4.5,-46,-7
CCc1ccc(CNC(=O)Cc2ccc(NC(=O)C3=C(C)OCCS3)cc2)cc1,45,4,-74,33,5,2.4,5,-3
Cc1cc(C(c2ccc(C)o2)c2ccc(C)o2)c(O)c([N+](=O)[O-])c1,15,35,18,-4,-2,0.6,10,-1
CCOC(=O)C1=NNC(C(=O)c2ccc(Cl)cc2)C1c1ccc(OC)cc1 (stereo not given),15,8,-1,-5,-2,-1.7,65*,-13
Cc1csc(NC(=O)CSc2nnc(-c3ccoc3C)o2)n1,-37,9,-84,-24,1,-0.9,-1,-27
O=C(c1ccc(Oc2ccc(C(F)(F)F)cn2)cc1)N1CCN(c2ccccc2)CC1,14,33,4,-11,-2,-2.2,-7,-4
CCOc1ccc(Nc2nc(N)nc(CSC(=S)N3CCN(c4ccccc4)CC3)n2)cc1,27,26,-32,-14,-1,2.4,-6,-3
Cc1noc(NS(=O)(=O)c2ccc(N/C=C\C(=O)c3cccs3)cc2)c1C,16,9,-11,-14,0,0.0,7,-3
CC1(C)NC(=O)N(CCCOc2ccc3c(c2)CCC3)C1=O,-9,13,-22,-31,1,3.9,-4,1
Cc1ccc(CNC(=O)c2ccc3c(=O)[nH]c4c(C(=O)NCC5CCCO5)sc(=S)n4c3c2)cc1 (stereo not given),21,10,-3,-4,0,-0.8,21,-8
C#CCOCCOCCOCCNc1nc(N2CCN(C(=O)[C@H]([C@@H](C)CC)n3cc(CCCN=C(N)N)nn3)CC2)nc(N2CCN(C(=O)[C@H](Cc3ccc(O)cc3)n3cc(CCO)nn3)CC2)n1,-10,-12,13,4,-2,-0.2,10,-7
O=C(CN1CCN(Cc2ccccc2Cl)CC1)N/N=C/C=C\c1ccccc1[N+](=O)[O-],-14,30,12,5,3,-1.2,-22,-3
COc1ccc(S(=O)(=O)N(CCCN2CCOCC2)Cc2cccc3ccccc23)cc1,12,6,9,-18,-4,-1.3,12,-3
